Assay outcomes as filed in PubChem BioAssay.
Sm TGR inh = S. mansoni TGR enzyme inhibition | Q962Y6 | purified TGR, DTNB reduction, TNB absorbance 405 nm | Potency, µM (titrated, usually from 114 µM), inactives show at the top dose activity change, negative = inhibition, actives largely listed as inhibitors | 3% of 360,000 active; note: potency is the fitted concentration of half-maximal effect; nearly all actives have a fitted effect of over 60% in size
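First, TGR (20 nM dispensed) and NADPH were mixed with compound. Second, a 15 min room-temperature incubation followed. Third, further NADPH and then DTNB were added to start the reaction. Finally, TNB absorbance was monitored kinetically.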
HCMV antiviral = human cytomegalovirus inhibition. AID 1259415. activity change, negative = inhibition, % at 57.5 µM. 4.5% of 410,000 active. HFF cells, HCMV-luciferase reporter, 72 h; stronger effect = lower value; in the data active = activity change below about -60%; inconclusive = no clear call, values can overlap the other calls; inactive = above about -39%
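Human foreskin fibroblasts infected with luciferase-reporter HCMV at MOI 1 PFU/cell, compounds at two doses. Luciferase measured 72 h post infection; normalized to buffer-only basal and Salinomycin (10uM) controls.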
AmpC detergent = AmpC beta-lactamase inhibition with detergent present | P00811 | AmpC hydrolysis of nitrocefin, absorbance 480 nm, 0.01% Triton | Potency, µM (series often up to 114 µM), inactives show top-dose activity change, negative = inhibition, usual class: inhibitors | 0.041% of 370,000 active | AID 485294;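 note: potency is the fitted concentration of half-maximal effect; 0% = no-compound wells and -100% = no-enzyme wells; nearly all actives have a fitted effect of over 25% in size; some results filed as inactive show a strong effect at the top dose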
Target sequence (P00811 whole entry, looked up): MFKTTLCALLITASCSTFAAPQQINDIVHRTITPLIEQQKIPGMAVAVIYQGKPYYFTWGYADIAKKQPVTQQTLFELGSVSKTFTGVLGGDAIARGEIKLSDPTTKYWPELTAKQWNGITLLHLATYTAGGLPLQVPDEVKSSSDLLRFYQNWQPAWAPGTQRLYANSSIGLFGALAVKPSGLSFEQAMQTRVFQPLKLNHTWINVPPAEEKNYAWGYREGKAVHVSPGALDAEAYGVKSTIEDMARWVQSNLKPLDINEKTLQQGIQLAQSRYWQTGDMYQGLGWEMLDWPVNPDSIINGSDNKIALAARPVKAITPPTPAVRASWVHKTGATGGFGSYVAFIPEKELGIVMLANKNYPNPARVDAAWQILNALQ
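AmpC (5.3 nM in the dispensed reagent) in 20 mM phosphate pH 7.0 with 0.01% (detergent screen) or 0.0001% Triton X-100 was preincubated with compounds for 15 min at room temperature. Nitrocefin was then added from an 800 uM solution, and hydrolysis was followed at 480 nm.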
AmpC inh no detg = AmpC beta-lactamase inhibition without detergent; AmpC nitrocefin hydrolysis, absorbance 480 nm, 0.0001% Triton; Potency, µM (top dose mostly 57.1 µM), inactives show at the top dose activity change, negative = inhibition, most hits filed as inhibitors; 0.52% of 330,000 active; AID 485341;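 note: potency is the fitted concentration of half-maximal effect; plate controls were no compound for no effect and no enzyme for full effect; nearly all actives have a fitted effect of over 20% in size; some results filed as inactive show a strong effect at the top dose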
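20 mM phosphate pH 7.0 + 0.01% (detergent screen) or 0.0001% Triton X-100; 5.3 nM AmpC reagent; cpd preinc 15 min RT; nitrocefin (800 uM stock) to start; A480 q20 s × 4 min; Activity was normalised to no-enzyme and no-compound control wells.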
TbPYK inhibitor = T. brucei pyruvate kinase inhibition. 0.12% of 410,000 active. TbPYK enzyme, Kinase-Glo Plus ATP luminescence, 45 min. AID 624173. Potency, µM (series often up to 76.8 µM), inactives show at the highest dose activity, negative = inhibition, usual class: inhibitors; note: potency is the fitted concentration of half-maximal effect; nearly all actives have a fitted effect of over 50% in size
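Luminescence from Kinase-Glo Plus, added after a 45-minute room-temperature reaction, served as the end-point read-out. The enzyme and substrate were preincubated with compound before ADP (130 uM final) initiated turnover. Concentration-effect curves came from normalized qHTS data.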
AMA1 RON2 block = AMA1-RON2 (P. falciparum) interaction inhibition; AID 720542; AlphaScreen AMA1-biotinylated RON2 peptide binding; 0.2% of 360,000 active; Potency, µM (series often up to 58.2 µM), without a hit: top-dose activity change, negative = inhibition, actives largely listed as inhibitors;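 note: potency is the fitted concentration of half-maximal effect; 0% = vehicle wells and -100% = peptide control; nearly all actives have a fitted effect of over 45% in size; some results filed as inactive show a strong effect at the top dose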
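AMA1 (3D7) with his tag at 25 nM final met compounds first, then biotinylated RON2 peptide at 25 nM; detection used donor plus acceptor beads, 10 µg/mL apiece, read by AlphaScreen after 30 min at room temperature.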
LmPK inh = LmPK (Leishmania mexicana) enzyme inhibition | purified LmPK, Kinase-Glo ATP luminescence, 1 h | Potency, µM (titrated, usually from 57.5 µM), without a hit: top-dose activity change, negative = inhibition, hits mostly inhibitors | Q27686 | 0.37% of 290,000 active; note: potency is the fitted concentration of half-maximal effect
Target sequence (Q27686 whole entry, looked up): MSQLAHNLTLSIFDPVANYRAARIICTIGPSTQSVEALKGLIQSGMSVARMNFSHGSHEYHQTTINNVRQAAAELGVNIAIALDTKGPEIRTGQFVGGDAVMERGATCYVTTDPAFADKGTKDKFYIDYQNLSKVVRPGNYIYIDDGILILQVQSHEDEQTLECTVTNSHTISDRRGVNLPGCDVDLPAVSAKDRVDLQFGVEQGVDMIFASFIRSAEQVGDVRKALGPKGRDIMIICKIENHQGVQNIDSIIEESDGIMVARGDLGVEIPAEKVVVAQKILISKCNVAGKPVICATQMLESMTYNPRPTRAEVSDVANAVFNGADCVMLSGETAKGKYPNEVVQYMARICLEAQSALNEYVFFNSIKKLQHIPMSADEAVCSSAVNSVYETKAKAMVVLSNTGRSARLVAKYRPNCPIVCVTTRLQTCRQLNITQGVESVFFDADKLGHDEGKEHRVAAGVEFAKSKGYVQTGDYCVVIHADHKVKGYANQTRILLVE
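Pyruvate kinase activity monitored as ATP production (luciferase luminescence). Conditions: 0.1 nM enzyme, 0.5 mM PEP, 0.1 mM ADP, 1 h, RT; normalized against uninhibited and no-enzyme wells.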
* marks the source's active call; other numbers are inactive results; ? = inconclusive; nt = not tested or not shown; [ ] = another dose, or the depositor's remark. Unless noted, calls come from the whole dose curve; as a rule, active = well fitted curve in the direction sought with a large enough effect; inconclusive = small, poorly fitted or top-dose-only effect, or another doubt; inactive = no such curve, though single readings can be large; an effect the other way counts as inactive or inconclusive. Unless noted, % is set by controls: 0 for no effect and ±100 for the full control effect.

smiles	AmpC detergent	LmPK inh	AMA1 RON2 block	HCMV antiviral	TbPYK inhibitor	AmpC inh no detg	Sm TGR inh
Cc1cccc(N2C(=O)N3[C@H](c4ccc(F)cc4)[C@@H]4C(=O)N(C5CCCCC5)C(=O)[C@@H]4[C@]3(Cc3ccccc3)C2=O)c1	-11%	0%	13%	43	-2%	27%	-6%
Cc1cc(Oc2ccc(C#N)cc2)nc(N2CCOCC2)n1	1%	5%	3%	26	-10%	-2%	3%
COC(=O)C1=C(c2ccc(F)cc2F)C[C@@H]2CC[C@H]1N2C(=O)N1CCCCC1	5%	nt	2%	-19	6%	49%	0%
Cc1ccc(NCc2nnc(SCc3ccc(C#N)cc3)n2Cc2ccco2)c(C)c1	-12%	8%	3%	41	-24%	4%	27%
COc1ccc(C2/C(=C(/O)c3ccc(C)cc3)C(=O)C(=O)N2c2ccccn2)cc1 (stereo unspecified)	-9%	1%	22%	-5	10%	-3%	-13%
Cc1ccc(S(=O)(=O)NC[C@H]2O[C@@H](n3cnc4c(N)ncnc43)[C@H](O)[C@@H]2O)s1	nt	nt	3%	-32	-7%	-18%	nt
Cc1ccc(CNC(=O)C2CCN(Cc3nc(-c4cccc(Br)c4)oc3C)CC2)cc1	10%	nt	nt	22	-1%	nt	1%
N#CCCN(C(=O)COC(=O)C1CCN(S(=O)(=O)c2ccccc2C(F)(F)F)CC1)c1ccccc1	nt	nt	1%	-14	2%	nt	nt
Cc1cccc(NC(=S)NCc2cccs2)c1	-3%	2%	-11%	-22	-3%	-2%[2.29 µM]	-13%
O=C(COC(=O)c1ccc(Cl)c(S(=O)(=O)NCc2ccccc2)c1)NCC1CCCO1 (stereo unspecified)	3%	0%	-3%	-20	6%	1%	-9%
Cc1ccc(C(=O)N/N=C\c2ccc[nH]2)cc1[N+](=O)[O-]	-9%	1%	47%[activator]	-7	-2%	0%	-25%
Cc1ccc(NC(=O)CN2C(=O)CSc3ccc(S(=O)(=O)N4CCCC4)cc32)cc1F	14%	nt	nt	-29	8%	nt	5%
CCCCOc1ccc(Br)cc1CSC(=N)N	-10%	2%	-21%	-98*	3%	-6%	-2%
N#Cc1ccc(NCC(=O)Nc2ccc3c(c2)OCCO3)cc1	-18%	3%	6%	-38	4%	-13%	-1%
CN(C)CCCNC(=S)NCc1ccc(Cl)cc1	?	0%	-2%	-28	1%	-24%	-7%
Cc1cccc(S(=O)(=O)Nc2nc3ccccc3nc2Nc2ccc3c(c2)OCO3)c1	-9%	3%	-3%	42	1%	2%	-14%
CC(C)(C)NC(=O)COC(=O)c1cc(Br)ccc1Cl	-18%	-6%	7%	?	-1%	-11%	-26%
Cc1csc(NC(=O)CCC(=O)N(CC(=O)NC2CCCC2)c2ccccc2)n1	-9%	10%	19%	-16	0%	12%	2%
COc1cc(C(=O)NCC(c2cccs2)N2CCOCC2)cc(Br)c1OCc1ccccc1 (stereo unspecified)	nt	nt	-7%	0	0%	186%[activator]	nt
CCOC(=O)CSc1n[nH]c(NC(=O)c2ccc(F)cc2)n1	-4%	-2%	-6%	nt	6%	24%	-2%
COc1nc2cc(C)ccc2cc1-c1noc(-c2cccnc2)n1	?	0%	nt	nt	nt	-2%	-5%
Cc1ccc(NC(=S)N(CCCN(C)C)Cc2cc3cc4c(cc3[nH]c2=O)OCO4)cc1	-9%	-2%	-7%	-11	-1%	0%	0%[57.1 µM]
O=C(NCCCN1CCCC1=O)c1cc2ccccc2o1	-20%	nt	8%	0	-1%	-6%	-6%
COc1ccc(/C=C(\NC(=O)c2ccccc2)C(=O)NCc2ccco2)cc1OC	?	-2%	-5%	-7	1%	-24%	5%
CCN(C(=O)c1ccc2c(c1)OCO2)C12CC3CC(CC(C3)C1)C2	nt	nt	-1%	-38	-3%	-14%	nt
Cc1ccc(S(=O)(=O)N2CCCN(C)CC2)cc1	1%	1%	1%	37	2%	-23%	?
COc1ccc(C(=O)N2CCN(S(=O)(=O)c3ccc(Br)cc3)CC2)cc1	4%	nt	5%	-35	2%	36%	3%
O=C(Cn1cnc2sc(-c3ccccc3)cc2c1=O)N1CCOCC1	2%	-2%	0%	-26	-11%	-21%	10%
CC(C(=O)OCC(=O)c1cccc([N+](=O)[O-])c1)N1C(=O)C2C3CCC(C3)C2C1=O (stereo unspecified)	-2%	-3%	2%	?	3%	-8%	2%
CC(C)(C)c1cc(NC(=O)Nc2ccc(Cl)cc2Cl)no1	6%	3%	-6%	28	-2%	-37%	4%

Results in Sm TGR inh and HCMV antiviral, for 2 of the compounds above:
| canonical_smiles | Sm TGR inh | HCMV antiviral |
| --- | --- | --- |
| CCN(C(=O)c1ccc2c(c1)OCO2)C12CC3CC(CC(C3)C1)C2 | nt | -38 |
| O=C(NCCCN1CCCC1=O)c1cc2ccccc2o1 | -6% | 0 |

The listing continues:
smiles	AmpC detergent	LmPK inh	AMA1 RON2 block	HCMV antiviral	TbPYK inhibitor	AmpC inh no detg	Sm TGR inh
COc1ccc(-n2c(=S)[nH]c3cc(C(=O)NCc4ccc(F)cc4)ccc3c2=O)c(OC)c1	-4%	-6%	62%[activator]	?	-5%	-25%	11%
CN(CCc1ccccc1)c1ccc([N+](=O)[O-])cn1	?	9%	-6%	13	-1%	-33%	-13%
CCCCCCC(=O)O	nt	nt	6%	39	-4%	-2%	nt
CCN(C(=O)COC(=O)c1ccc(S(=O)(=O)N2CCCc3ccccc32)cc1)C1CCS(=O)(=O)C1 (stereo unspecified)	-7%	-3%	19%	-12	3%	-8%	-3%
CCOc1ccc(NC(=O)CSc2nc(C)c(C(=O)Nc3ccccc3)c(-c3ccc(Cl)cc3)c2C#N)cc1	12%	nt	nt	-3	1%	nt	-1%
O=C(N/N=C/c1ccc(-c2ccc([N+](=O)[O-])cc2)o1)[C@H]1C[C@@H]1c1ccccc1	-5%	0%	-1%	0	-11%	-21%	-8%
Cc1ccccc1CCN(C(=O)Cn1nnc2ccccc21)C(C(=O)NC(C)(C)C)c1ccsc1 (stereo unspecified)	5%	0%	0%	0	3%	-17%	0%
Nc1ncnc(Nc2ccccc2Oc2ccccc2)n1	nt	nt	14%	14	-1%	nt	nt
O=C(Nc1ccc2c(c1)CCCN2C(=O)c1ccccc1)c1ccccc1	1%	-5%	2%	-19	-11%	-17%	5%
O=C(Nc1ccc(Br)cc1)c1ccc(-n2cnnn2)cc1	-14%	-8%	-3%	-31	-14%	-9%	-1%
C=CCC[C@@H](Cc1ccc(F)cc1)C(=O)OC[C@H](Cc1c[nH]c2ccccc12)NC(=O)[C@@H](CC=C)CC(=O)N[C@H](CO)Cc1ccccc1	nt	nt	24%	4	-8%	33%	nt
COC(=O)c1ccc(C(=O)OC)c(NC(=O)CSc2ccccn2)c1	2%	1%	0%	-26	1%	-6%	0%
O=S(=O)(Nc1ccc2c(c1)OCCO2)c1cccc(F)c1	?	-1%	-4%	-14	0%	-10%	4%
CCC(C)NC(=O)c1c(N)n(Cc2ccc3c(c2)OCO3)c2nc3ccccc3nc12 (stereo unspecified)	?	3%	29%	-9	-8%	-18%	-17%
COc1ccc(S(=O)(=O)N2CCOCC2)cc1NC(=O)CN1CCC(Cc2ccccc2)CC1	?	0%	-3%	-66*	1%	14%	-6%
CCOc1ccc(N(CC)S(=O)(=O)N2CCCC(C(=O)NCCc3ccccc3OC)C2)cc1 (stereo unspecified)	-7%	nt	nt	-28	-2%	nt	2%
COCCCn1cc(CN2CC(N3CCCC3)CS2(=O)=O)nn1 (stereo unspecified)	nt	nt	0%	-6	-12%	nt	nt
O=C(CNC(=O)c1ccncc1)N/N=C/c1ccccc1[N+](=O)[O-]	3%	12%	-2%	-13	-4%	-19%	0%
Cc1ccc(NC(=O)/C(C#N)=C/c2cc(C)n(-c3ccc(F)cc3)c2C)cc1C	14%	nt	nt	-7	1%	nt	4%
C=CCN(C(=O)CNC(=O)c1cccs1)C(C(=O)NC1CCCCC1)c1cccnc1 (stereo unspecified)	7%	3%	21%	-30	-2%	-4%	13%
COc1ccccc1[C@@H]1C(c2ccccc2)=NN(c2ccc(Br)cc2)[C@H]1C(=O)N1CCOC1=O	nt	nt	8%	-19	2%	0%	nt
CCSc1nnc(NC(=O)COc2ccc3ccccc3c2)s1	?	0%	-9%	8	4%	-33%	-30%
CSCCC(NS(=O)(=O)c1ccc2ccccc2c1)C(=O)OCC(=O)c1ccc(C(C)C)cc1 (stereo unspecified)	-7%	5%	-13%	-28	-1%	7.9µM*	-1%
Cc1ccc(S(=O)(=O)N2CCC(C(=O)OC(C)C(=O)NCc3ccc4c(c3)OCO4)CC2)cc1 (stereo unspecified)	?	-8%	-1%	24	7%	-5%	4%
CCCCc1cc(=O)oc2c3c(cc(OCC(=O)NCCCO)c12)OC(C)(C)CC3	-2%	1%	-6%	48	2%	138%[activator]	6%
COc1ccc2ccccc2c1CN1CCN(C)CC1	-3%	-2%	-2%	33	-10%	-6%	0%
COc1ccc(-n2c(-c3ccccc3)nnc2-c2ccc(Cl)cc2)cc1	?	0%	0%	8	5%	-9%	5%
Cn1c2c(c(=O)n(C)c1=O)C1c3cc(Cl)ccc3OCC1CO2 (stereo unspecified)	6%	2%	-2%	-21	-8%	10%	-14%
Cc1ccc(NC(=O)C2(C)CCN2C(=O)Cc2ccccc2Cl)cc1C (stereo unspecified)	nt	nt	12%	23	-7%	nt	nt
COc1ccc(-n2c(SCC(=O)Nc3ccccc3OC)nc(O)cc2=O)cc1	8%	4%	-3%	-5	0%	-42%	4%
CC(=O)[C@@H]1[C@@H](C)N(Cc2ccccc2)C(=O)N[C@H]1c1ccccc1	nt	-4%[11.5 µM]	-2%	3	3%	nt	nt
O=C(CSc1nnc2c(Cl)cc(Cl)cn12)N1CCN(S(=O)(=O)c2ccccc2)CC1	-15%	-2%	-1%	16	-3%	4%	28%
COc1ccc(CCN2CC(C(=O)Nc3ccccc3F)CC2=O)cc1OC (stereo unspecified)	2%	nt	68%[activator]	-2	-4%	5%	19%

Hits appear at their usual frequency (roughly 7.4% active in at least one column).
